Screens from PubChem BioAssay.
BCR signal inh – blocks chronic active B-cell receptor signaling | ABC-DLBCL IkBa-CBG/CBR reporter, luminescence ratio, 4 h | Potency, µM (titrated, usually from 46.1 µM), for the others: at the highest dose ratio change, negative = lower green/red ratio, actives largely listed as inhibitors | 340,000 tested, 0.05% active | AID 493014; active = well fitted inhibition curve with a large enough effect in the signal ratio, with a control signal flat, not every such curve was filed as active; inconclusive = small, poorly fitted or top-dose-only effect, or effect the other way, or a change in a side signal; the % refers to the signal ratio;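 note: potency is the fitted concentration of half-maximal effect; plate controls were basal doxycycline-induced cells for no effect and cells given 10 µM MG132 for full effect; MG132 reads +100%, hits lower the ratio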
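Compounds up to 46 uM were incubated four hours with TMD8 cells whose green CBG68 luciferase is fused to IkappaBalpha; red CBR luminescence normalised the signal, and concentration-effect curves were fitted to fusion, red and ratio data.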
a7 integrin act – integrin-mediated muscular dystrophy alleviation activation. Potency, µM (top dose mostly 38.3 µM), inactives show at the top dose activation, most hits filed as activators. 350,000 tested, 0.064% active. AID 624291. alpha7betagal myoblasts, beta-gal FDG fluorescence, 48 h;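 note: potency is the fitted concentration of half-maximal effect; 100% = response of the positive control SU9516; nearly all actives have a fitted effect of over 60% in size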
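alpha7betagal+/- myoblasts (passage 13, 250/well) treated 48 h at 37C with compounds at 1:260 dilution of DMSO stock. Lysed, then beta-galactosidase activity read as FDG fluorescence (ex 480/em 540) after 30 min, with pre-read for autofluorescence.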
Giardia kill – Giardia lamblia killing | Giardia lamblia trophozoite viability | activity change, % at 7.66 µM, hits read low | 340,000 tested, 0.15% active; in the data active = activity change below about -80%; inconclusive = between about -30% and that limit;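 note: parasites exposed to compound for two days anaerobically before the ATP read; % is set by controls: 0 for no effect and ±100 for the full control effect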
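Anaerobic 48 hrs incubation at 37 deg C of 100 trophozoites/well with test compounds; ATPLite 1-Step luminescence, 15-30 min RT, reports cellular ATP as viability.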
GALK inh – inhibitors of human galactokinase. P51570. Purified GALK, Kinase-Glo residual ATP luminescence. Potency, µM (titrated, usually from 57.5 µM), inactives show at the highest dose activity change, negative = inhibition, most hits filed as inhibitors. 270,000 tested, 0.007% active. AID 1868; note: potency is the fitted concentration of half-maximal effect; % is set by controls: 0 for no effect and ±100 for the full control effect
Target sequence (P51570 whole entry, looked up): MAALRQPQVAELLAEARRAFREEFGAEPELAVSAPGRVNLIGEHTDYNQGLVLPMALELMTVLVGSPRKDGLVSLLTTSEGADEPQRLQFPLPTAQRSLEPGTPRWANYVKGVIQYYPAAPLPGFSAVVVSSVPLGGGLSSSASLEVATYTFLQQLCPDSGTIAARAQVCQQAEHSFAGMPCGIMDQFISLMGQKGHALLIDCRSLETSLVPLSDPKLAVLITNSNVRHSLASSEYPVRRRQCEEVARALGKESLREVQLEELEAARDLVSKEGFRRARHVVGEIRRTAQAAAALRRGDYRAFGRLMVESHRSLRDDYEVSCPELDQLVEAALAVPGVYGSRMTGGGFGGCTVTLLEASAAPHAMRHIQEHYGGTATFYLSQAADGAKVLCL
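The enzyme phosphorylates galactose (100 uM) using ATP (35 uM); inhibition is detected as higher residual ATP, quantified by bioluminescence after 1 h reaction at room temperature, pH 8.0.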
PKM2 act – increases activity of human pyruvate kinase M2; AID 1631; Potency, µM (doses to about 57.5 µM), without a hit: top-dose activation, actives largely listed as activators; 260,000 tested, 0.34% active; purified PKM2, Kinase-Glo ATP luminescence, activation; response scale: 0% is enzyme alone, no compound; note: potency is the fitted concentration of half-maximal effect; % is set by controls: 0 for no effect and ±100 for the full control effect; nearly all actives have a fitted effect of over 55% in size
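Purified hPK-M2 (>95%) run at intermediate activity with 0.1 mM ADP and 0.5 mM PEP in 50 mM imidazole pH 7.2, KCl, MgCl2; 1 h room temperature. ATP formed read by Kinase-Glo luminescence; normalized to uninhibited and no-enzyme controls.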
Tb PFK block – T. brucei PFK enzyme inhibition. T. brucei PFK, ADP-Glo luminescence. Potency, µM (doses to about 57.5 µM), inactives show at the highest dose activity, negative = inhibition, hits mostly inhibitors. 330,000 tested, 0.17% active. O15648;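 note: potency is the fitted concentration of half-maximal effect; 0% = uninhibited 1x PFK enzyme wells and -100% = no-enzyme wells; nearly all actives have a fitted effect of over 60% in size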
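ADP-Glo luminescence quantified ADP after 45 min at room temperature, with 1.25 nM T. brucei PFK, 0.1 mM ATP and 0.5 mM fructose-6-phosphate in pH 8.0 TEA buffer. qHTS titrations up to 57 µM; curves classified by quality.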
Coupling enz – inhibits coupling enzyme system, counter-screen for aldolase hits; coupling enzyme system counterscreen, AmpLite Red fluorescence; activity change, negative = inhibition, % at 58.2 µM, hits read low; 290,000 tested, 0.67% active; in the data active = activity change below about -30%; note: % is set by controls: 0 for no effect and ±100 for the full control effect
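Coupling enzymes only (glyceraldehyde-3-phosphate) + compound, at 57.5 uM final, 10 min RT; add substrate/coupling/AmpLite Red mix, 20 min RT; fluorescence ex 525/em 598 nm. Actives flag coupling-system interference.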
Menin-MLL TR inh – displaces Texas Red mutant MLL peptide from human menin; O00255; Menin + Texas Red MLL mutant peptide, fluorescence polarization; Potency, µM (doses to about 61.6 µM), inactives show at the top dose FP activity change, negative = inhibition, usual class: inhibitors; 270,000 tested, 0.23% active; AID 1768; active = well fitted inhibition curve with a large enough effect in the polarisation, with a control signal flat, not every such curve was filed as active; inconclusive = small, poorly fitted or top-dose-only effect, or effect the other way, or a change in a side signal; inactive = no such curve, though single readings can be large or run the other way; the % refers to the polarisation; note: potency is the fitted concentration of half-maximal effect; % of control where 0% means no effect; many of its hits are not listed in these tables
PTAP TSG101 blk – blocks PTAP/TSG101 interaction to inhibit HIV-1 budding; 340,000 tested, under 10 active; AID 493005; Potency, µM (highest dose often 115 µM), inactives show at the top dose activity change, negative = inhibition, usual class: inhibitors; Q99816; Fluorescence polarization, FITC-PTAP peptide / Tsg101 binding; active = well fitted inhibition curve with a large enough effect in the main read-out, with a control signal flat, not every such curve was filed as active; inconclusive = small, poorly fitted or top-dose-only effect, or effect the other way, or a change in a side signal; inactive = no such curve, though single readings can be large or run the other way; note: potency is the fitted concentration of half-maximal effect; % of control where 0% means no effect
Target sequence (Q99816 whole entry, looked up): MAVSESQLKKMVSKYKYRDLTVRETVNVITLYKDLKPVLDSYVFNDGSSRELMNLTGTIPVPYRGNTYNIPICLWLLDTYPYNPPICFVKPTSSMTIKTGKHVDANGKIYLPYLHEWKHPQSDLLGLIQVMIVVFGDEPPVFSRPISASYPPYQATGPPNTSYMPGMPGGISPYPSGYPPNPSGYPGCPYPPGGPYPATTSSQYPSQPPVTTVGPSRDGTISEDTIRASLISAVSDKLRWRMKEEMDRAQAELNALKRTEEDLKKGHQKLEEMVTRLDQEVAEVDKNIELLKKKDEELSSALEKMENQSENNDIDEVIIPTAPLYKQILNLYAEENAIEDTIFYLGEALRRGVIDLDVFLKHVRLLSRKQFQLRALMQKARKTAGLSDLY
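Tsg101 binding domain (10 uM final) was mixed with compound and a FITC-labeled PTAP peptide (50 nM final) in HEPES pH 7.5 buffer with NaCl, Tween 20, EDTA and TCEP; fluorescence polarization was read after 20 min at r.t.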
S-ASM inh – inhibitors of human secretory acid sphingomyelinase; Potency, µM (doses to about 57.5 µM), for the others: at the top dose activity change, negative = inhibition, hits mostly inhibitors; 340,000 tested, 0.006% active; P17405; placental ASM, HMU-PC fluorogenic substrate, 60 min; note: potency is the fitted concentration of half-maximal effect
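Human placenta-derived ASM enzyme was preincubated with compound for 10 minutes at room temperature, then given fluorogenic substrate HMU-PC0 (9 uM final) for 60 minutes at 37 °C; a pH 10 stop preceded fluorescence reading at Ex 386/Em 447 nm.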
B2AR arrestin – beta2AR (human) beta-arrestin recruitment activity. P07550. beta-arrestin recruitment to beta2AR, cell-based reporter. Potency, µM (top dose mostly 46.1 µM), without a hit: at the highest dose activation, hits mostly activators. 330,000 tested, 0.02% active. AID 492947;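 note: potency is the fitted concentration of half-maximal effect; 0% = DMSO controls and full agonism = EC100 isoproterenol or metaproterenol; nearly all actives have a fitted effect of over 65% in size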
An asterisk follows results filed as active; ? = inconclusive; · = no result given; [ ] = dose if it differs, or a comment. Unless noted, calls come from the whole dose curve; as a rule, active = well fitted curve in the direction sought with a large enough effect; inconclusive = small, poorly fitted or top-dose-only effect, or another doubt; inactive = no such curve, though single readings can be large; an effect the other way counts as inactive or inconclusive.

SMILES	BCR signal inh	a7 integrin act	Giardia kill	GALK inh	PKM2 act	Tb PFK block	Coupling enz	Menin-MLL TR inh	PTAP TSG101 blk	S-ASM inh	B2AR arrestin
COc1ccc(S(=O)(=O)N2CCN(C(=O)NC3CCCCC3)CC2)cc1OC	0%	-4%	2	0%	-7%	2%	1	-6%	·	5%	-0.1%
CN(C(=S)NC(=O)CCCOc1ccc(Cl)cc1Cl)c1ccccc1	?	-45%	9	-3%	-1%	3%	11	-6%	-10%	-4%	0.1%
COc1cc(S(=O)(=O)N2CCC(C(N)=O)CC2)c(C)cc1C	11%	16%	11	-3%	-5%	-1%	5	3%	0%	6%	-0.5%
Cc1ccc(C(=O)N2CCN(c3ccc(NC(=O)Cc4ccccc4)cc3)CC2)cc1	0%	6%	18	4%	-2%	-5%	·	·	-2%	-2%	0.0%
NNC(=O)c1ccc(Oc2cc(Cl)cc(Cl)c2)o1	?	44%	11	0%	-10%	-4%	-1	·	-4%	-4%	-0.7%
CSc1ncc(C(=O)Nc2cccc(C)c2C)c(C)n1	3%	17%	-2	3%	·	-4%	0	-2%	-2%	-5%	-0.4%
CC1=CC(C)(C)Nc2ccc(Cc3ccc4c(c3)C(C)=CC(C)(C)N4)cc21	6%	-5%	13	2%	5%	0%	-20	?	-3%	411%[activator]	0.4%
Cc1ccc(NC(=O)CCN2C(=O)NC3(CCCC3)C2=O)cc1	0%	-13%	25	·	·	3%	·	·	-4%	3%	-1.0%
COCCOC(=O)C1=C(C)OC(N)=C(C#N)C1c1ccc2c(c1)OCO2 (stereo not given)	?	1%	-10	0%	-7%	0%	1	34%[activator]	-4%	9%	0.1%
Cc1ccn2c(C(=O)NN=C3CCCCCCC3)c(C)nc2c1	-1%	-15%	1	1%	1%	0%	0	-13%	-1%	-3%	0.0%
COc1ccccc1CC(=O)Nc1cccc(C(=O)Nc2nccs2)c1	?	-7%	1	3%	-18%	0%	2	·	3%	-2%	-0.9%
CCOCCCNC(=O)c1cc(C)nn1-c1ccccc1	-1%	3%	0	-3%	-3%	0%	-2	6%	-3%	2%	-0.3%
CCc1cccc2c(/C=N/NC(=O)c3cccc(S(=O)(=O)Nc4ccccc4Cl)c3)c[nH]c12	?	-10%	39[activator]	0%	6%	-2%	-2	?	0%	-18%	-0.6%
CN(Cc1ccco1)C(=O)Cn1ncc2c([nH]c3ccccc32)c1=O	-8%	-24%	-17	2%	1%	4%	5	-13%	-1%	-1%	-0.5%
C=C(C)Cn1c(SCC(=O)N/N=C/c2ccccc2OCC(=O)O)nnc1-c1ccc(Br)cc1	1%	29%	-9	·	-12%	0%	-1	·	-7%	2%	-0.6%
CCOC(=O)Cc1csc(NC(=S)NC(=O)c2ccccc2Br)n1	?	2%	2	2%	0%	0%	-7	?	-2%	-5%	3.6%
O=C(CCNS(=O)(=O)c1ccc(Cl)cc1)OCC(=O)N1CCN(C(=O)c2ccco2)CC1	5%	-2%	11	·	·	0%	·	·	-11%	·	0.1%
Cc1ccn2c(NC(C)(C)C)c(-c3cccs3)nc2c1	-12%	6%	-11	4%	1%	-1%	5	-16%	-1%	143%[activator]	-0.2%
Cc1ccc(NC(=O)CSc2nnc(-c3ccc(S(=O)(=O)N4CCCC4)cc3)o2)cc1C	?	8%	-2	2%	5%	-1%	2	4%	-13%	-5%	0.2%
Cc1cnc(C(=O)OCC(=O)c2c(N)n(CC(C)C)c(=O)n(C)c2=O)cn1	5%	-14%	-26	·	·	-2%	·	·	0%	-1%	0.1%
O=S(=O)(NCCSc1ccc(Cl)cc1)c1ccc2c(c1)OCCO2	-8%	2%	32[activator]	-1%	9%	3%	1	-13%	-7%	-13%	0.0%
COC(=O)c1sccc1NC(=O)c1ccccc1F	-1%	-8%	-12	-3%	·	2%	0	8%	-4%	-1%	0.2%
COc1ccc(C(=O)Nc2cc(C)nn2-c2cccc(F)c2)cc1	0%	12%	-18	·	·	0%	1	-6%	-4%	2%	0.4%
COc1nc(NC(C)(C)C)nc(Oc2ccc(=O)n(C)n2)n1	-2%	2%	-29	0%	-12%	2%	0	-2%	-6%	5%	0.1%
COC(=O)c1csc(S(=O)(=O)N2CCOCC2)c1OC	-2%	30%	26	5%	-1%	1%	·	·	-3%	0%	2.5%
O=S(=O)(c1ccc2c(c1)N(Cc1ccc(Cl)cc1)C1CCCN21)N1CCOCC1 (stereo not given)	0%	13%	-11	0%	3%	3%	-2	6%	-2%	-1%	-1.2%
CCN(CC)S(=O)(=O)c1ccc(N2CCCC2)c(C(=O)OCC(=O)N2CCCC2)c1	-4%	12%	2	10%	?	0%	0	-22%	2%	2%	-0.1%
O=C(c1cccs1)N1CCN(S(=O)(=O)N2CCCCC2)CC1	-5%	-14%	-7	0%	-17%	-4%	1	-28%	0%	-1%	0.5%
CCCN1C(=O)C2C(C(=O)Nc3cccc(OC)c3)C3C=CC2(O3)C1C(=O)NC1CCCCC1 (stereo not given)	1%	16%	23	-1%	-9%	-1%	6	?	-2%	6%	-1.5%
O=C(Nc1ccc(Cl)cc1C(=O)O)c1ccc2c(c1)C(=O)N(Cc1ccco1)C2=O	?	18%	-15	·	13%	-9%	16	?	-9%	14%	-0.7%
C=C(C)Cn1c(-c2ccccc2)nc2ccccc21	18%	23%	4	0%	1%	-5%	5	10%	-4%	2%	-0.2%
N#Cc1ccc(NC(=O)c2cc(S(=O)(=O)N3CCOCC3)ccc2N2CCCC2)cc1	2%	5%	-24	·	·	13%	·	·	0%	-4%	0.2%
COc1ccc(NC(=O)Cn2nnc3ccccc32)c([N+](=O)[O-])c1	-2%	-11%	2	-1%	-4%	2%	-1	-5%	-2%	3%	0.0%
CC(C)CCC(CCNCc1ccccn1)c1ccc(Cl)cc1 (stereo not given)	?	-6%	-24	·	·	-11%	2	?	0%	0%	-0.2%
COc1ccc(CCNC(=O)CCCc2ccccc2)cc1	1%	-19%	-7	-4%	-1%	0%	0	0%	-5%	2%	0.2%
COc1ccc(Cl)cc1NC(=O)COC(=O)c1c(-c2ccccc2)noc1C	7%	-8%	0	·	·	15%	·	·	-3%	-4%	0.4%
O=C(N/N=C/c1ccncc1)c1cc2c(ccc3ccccc32)o1	-12%	-12%	13	3%	1%	5%	4	25%	-4%	13%	-0.9%
CCCN(C(=O)c1ccc(N2CCCC2=O)cc1)C1CCS(=O)(=O)C1 (stereo not given)	3%	26%	-7	·	·	-3%	·	·	-2%	7%	-0.1%
CCOc1cc(S(=O)(=O)Nc2ccccc2CC)ccc1Cl	?	11%	14	-3%	6%	1%	-1	·	-6%	-11%	-0.1%
CC(=O)N1N=C(c2ccccc2OC(=O)/C=C/c2ccccc2)CC1c1ccccc1 (stereo not given)	?	-17%	-18	·	11%	4%	-8	·	-1%	6%	9.0%
COc1cccc(N2CCN(C(=O)CCNS(=O)(=O)c3ccc4c(c3)c(=O)n(C)c(=O)n4C)CC2)c1	?	-15%	14	-1%	6%	1%	0	-18%	-3%	5%	0.2%
COCCSc1nc2sc3c(c2c(=O)n1-c1ccccc1)CCN(C)C3	?	1%	-5	3%	0%	-3%	-12	-10%	-1%	33%[activator]	-1.0%
Cc1ccc(C)c(Nc2nc(-c3ccncc3)nc3ccccc23)c1	-1%	1%	-2	3%	·	-6%	0	19%	-3%	0%	0.1%
Cc1ccc(CN2C(=O)CSC2c2cccnc2)cc1 (stereo not given)	?	4%	1	-1%	0%	3%	4	·	-1%	-4%	-0.3%
O=C1CN(C(=O)CNCc2ccccc2Cl)c2ccccc2N1	?	-23%	15	1%	7%	5%	1	·	-5%	3%	-1.2%
CCc1ccc(CNC(=O)C2CCN(S(=O)(=O)N3CCC(C)CC3)CC2)cc1	0%	1%	-5	-13%	·	-2%	-5	1%	-3%	3%	-0.4%
Cc1cccc(-[n+]2c(C)cc(C)c3c(=O)[nH]c(=O)[nH]c32)c1	17%	-23%	14	0%	0%	9%	-3	2%	-2%	·	-0.2%
Cc1cccc(N/C(N)=N/c2nc(C(F)(F)F)cc(C(F)(F)F)n2)c1	2%	-20%	7	-1%	0%	-2%	-2	-1%	-8%	-1%	-0.7%
C/C(=N\NC(=O)CSCc1ccccc1Cl)c1cccc(NC(=O)c2ccccc2)c1	?	-14%	8	-2%	0%	-2%	0	9%	3%	-8%	-0.5%
Cc1cc(C)n2nc(SCC(=O)N/N=C/c3ccc(F)cc3)nc2n1	-15%	-4%	14	-2%	0%	0%	-9	3%	-1%	-1%	0.3%

A portion of the library; the hit share may differ from the screen's.
